# Lipid droplet – modulators of hepatic lipid droplet formation | 240,000 compounds, 0.4% hits | AID 1656 | inhibition, % at 6.5 µM | AML12 mouse hepatocytes, oleate lipid droplets, BODIPY imaging;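 active = lipid droplet intensity inhibited by at least 50%, with more than 500 cells counted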
#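 Assay system: AML12 hepatocytes (mouse) / Also added: 100 µM oleic acid challenge / Times: overnight treatment with compound plus oleate / Detection: high-content imaging of BODIPY-stained droplets and DAPI nuclei / Evaluation: % inhibition of lipid droplet signal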
# Dynein transport – blocks dynein driven cargo transport along microtubules. 3617.4 mouse cells, GR-EGFP nuclear translocation imaging; test concentration mostly 20 µM; stimulated with dexamethasone, 1 µM; active compounds read low. z-score, hits read low. 220,000 compounds, 0.47% hits. AID 1381;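 active = plate z-score of nuclear minus cytoplasmic receptor signal below a set negative limit, without overly bright fluorescence or cell loss, cut at about -3.5 in these data, passing the limit was not always enough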;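 also: z-score of nuclear minus cytoplasmic ring GR-EGFP intensity difference per well; some compounds called inactive have numbers as strong as hits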
#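 Buffer or medium: tetracycline-free induction medium containing charcoal-stripped FBS / Reagent: dexamethasone agonist, 1.0 µM final, for 30 min / Technique: automated 10x imaging of fixed Hoechst-stained cells / Times: induction 48 h, compound 1 h, agonist 30 min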
# WT yeast gro inh – growth inhibition of WT yeast, mitochondrial fusion screen; mitochondrial fusion phenotypic screen, WT strain; AID 1362; inhibition, % at 10 µM; 190,000 compounds, 2.1% hits; in the data active = inhibition above about 58%; tested in S. cerevisiae
# MT stabilizer – microtubule stabilizers in HeLa cells; 200,000 compounds, 0.83% hits; HeLa tubulin immunostaining HCS, 24 h; share of cells brighter than vehicle mean+2SD; % tubulin-high responders, % at 10 µM;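 active = plate Z-score above 3 for both tubulin-high and condensed-nucleus cell shares, with cell loss under 80%, at 10 µM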;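 also: anti alpha tubulin signal scored within the nucleus-defined area of each cell; some results filed as inactive read as strong as hits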
# Ins promoter up – MIN6 insulin promoter up-regulation; MIN6 insulin promoter-GFP reporter, high-content imaging; active compounds read high; AID 1625; z-score at 5 µM; 190,000 compounds, 0.3% hits;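 active = z-score above 3 at 5 µM with at least 500 cells counted in the well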
# CSM14.1 death rescue – protection against thapsigargin-triggered cell killing – 384-well, CSM14.1, ATP luminescence, primary screen (AID 1222). CSM14.1 thapsigargin-induced death rescue, ATP luminescence; higher % means a stronger effect. cellular ATP content (survival), % at 20 µM; hits with a dose series show EC50 in µM. 190,000 tested, under 10 active;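 active = EC50 below 50 µM in the dose-response confirmation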;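 also: death triggered by thapsigargin at about 15 µM added after 2 h compound pretreatment; cell ATP read after overnight thapsigargin exposure of roughly 18 to 22 hours; normalized against plate controls of thapsigargin alone and 5% DMSO vehicle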
# Autophagy HCS – autophagy modulation, high-content screen. MEF GFP-LC3 puncta imaging; test concentration mostly 10 µM. calls only at 10 µM (by protocol). 190,000 compounds, 0.98% hits. AID 463193;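 active = percentage of spot-positive cells more than 3 SD above its plate mean, without a fluorescence outlier flag or 80% toxicity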;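 also: spot-positive cell cutoff set from DMSO-treated cells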
# XIAP displacement – XIAP antagonists, biochemical, IAP family, fluorescence polarization (AID 1018). XIAP BIR domain, fluorescence polarization peptide displacement; higher % means a stronger effect. one-dose displacement, % at 20 µM; IC50 in µM for titrated hits. 200,000 compounds, 0.007% hits; in the data active = displacement above about 50%; also: a part of the inactive calls stands beside numbers as strong as those of hits
# b-catenin transl – modulators of beta-catenin nuclear translocation; HeLa beta-catenin nuclear translocation, immunofluorescence imaging; nuclear translocation activity, % at 5 µM; 190,000 compounds, 0.3% hits; AID 1665;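 active = nuclear translocation activity above 50% at 5 µM, with a well cell count of 50 or more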;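 also: per-cell ratio of nuclear to cytoplasmic median beta-catenin stain intensity; plate controls were DMSO negative control for no effect and GSK-3 inhibitor IX positive control for full effect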
#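 Test system: human HeLa cells, endogenous beta-catenin. Times: 24 h compound exposure, 37°C. Measured by: beta-catenin immunofluorescence imaging with DAPI.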
# WT yeast gro inh mutant strain – second read-out of WT yeast gro inh, no call of its own (marks repeat the call); inhibition, %; mitochondrial fusion phenotypic screen, mutant strain inhibition
# Dynein transport cytoplasmic EGFP – second read-out of Dynein transport, no call of its own (marks repeat the call); z-score; measured here: cytoplasmic GR-EGFP intensity; active compounds read high
# Dynein transport nuclear GR-EGFP – recorded beside Dynein transport, whose call it bears; z-score; measured here: nuclear GR-EGFP intensity;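 lower value marks the stronger effect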
# Dynein transport cell count – further read-out of Dynein transport, marked with its call; z-score; measured here: cell count per field
# Ins promoter up cell count – also measured in Ins promoter up; calls as there; cell count; measured here: cytotoxicity, nuclei count;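 total cells summed across four imaged fields per well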
# Lipid droplet cells 6.5 µM – also measured in Lipid droplet; calls as there; cell count; measured here: cell count, cytotoxicity flag;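 cells counted across two imaged fields per well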
# b-catenin transl cell count 5 µM – further read-out of b-catenin transl, marked with its call; cell count; measured here: cell count, cytotoxicity flag
# MT stabilizer Hoechst-high % – further read-out of MT stabilizer, marked with its call; % Hoechst-high responders; measured here: nuclear condensation Hoechst responders;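 share of cells brighter than vehicle mean plus two SD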
# MT stabilizer cytotoxicity % – second read-out of MT stabilizer, no call of its own (marks repeat the call); toxicity, %; measured here: cytotoxicity by cell density;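 0% = mean cell density of plate MIN control wells and 100% = no cells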
# Autophagy HCS cell loss 18 h – also measured in Autophagy HCS; calls as there; toxicity, %; measured here: cell loss, nuclei count;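 cell loss after 18 h compound exposure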
# * = called active by the depositor; i = inactive; x = no result given.
SMILES,Lipid droplet,Lipid droplet cells 6.5 µM,Dynein transport,Dynein transport cytoplasmic EGFP,Dynein transport nuclear GR-EGFP,Dynein transport cell count,WT yeast gro inh,WT yeast gro inh mutant strain,MT stabilizer,MT stabilizer Hoechst-high %,MT stabilizer cytotoxicity %,Ins promoter up,Ins promoter up cell count,CSM14.1 death rescue,Autophagy HCS,Autophagy HCS cell loss 18 h,XIAP displacement,b-catenin transl,b-catenin transl cell count 5 µM
CC(=O)Nc1ccc(OCC(=O)NCCc2ccc(Cl)cc2)cc1,5,684,0.25,-0.13,0.025,-0.031,-14,14,6.3,2.2,4.1,-1.5,1440,-0.5%,i,16,-2.5%,-0.5,1164
COc1ccc(Cl)cc1C(=O)CSc1nnnn1C1CCCC1,x,x,0.98,0.056,0.7,-0.61,5,15,3.1,0.6,3.5,0.45,1283,-0.1%,i,13,-8.4%,1.2,1147
COc1cc2cc(CN(CCCN3CCOCC3)C(=O)Nc3ccc(F)cc3)c(=O)[nH]c2cc1OC,-12,649,1.5,-0.29,0.82,-0.93,-5,-9,2.7,1.7,15,0.08,1222,0.5%,i,3,-5.6%,2.2,1034
O=c1c2cn[nH]c2[nH]c(=S)n1-c1cccc(Cl)c1,-3,739,0.79,-0.1,1.6,-1.5,5,1,3.6,1.7,3.0,-0.09,1160,-1.6%,i,18,-2.5%,-0.2,520
Cc1ccccc1C(=O)NC(=S)Nc1ccccc1C(F)(F)F,x,x,-0.18,-0.2,-0.21,0.37,11,12,1.7,1.7,8.3,0.66,1353,1.4%,i,7,-0.9%,-2.2,1235
CCN(CC)CCCCOc1ccccc1OC,-25,647,0.84,-0.19,0.37,-0.33,22,21,1.3,2.0,11,-0.28,1913,-2.5%,i,-10,-4.2%,0.9,1079
O=C1OC(NCc2cccnc2)(c2ccc(Cl)cc2)c2ccccc21 (stereo not drawn),-10,693,0.52,-0.28,0.28,0.47,-2,-11,2.1,1.4,10.0,-0.25,1488,1.3%,i,-7,-0.9%,-0.7,1058
COC(=O)Cc1cc(=O)[nH]c(/N=C(\N)Nc2ccc(C)cc2)n1,-4,773,-1.1,-0.18,-0.3,-0.39,10,-9,2.7,2.3,7.3,x,x,-0.4%,i,2,-4.6%,x,x
O=C(CCNC(=O)c1ccc(Cl)cc1)Nc1ccc(F)cc1F,10,723,0.71,-0.24,0.51,-0.31,-7,18,2.3,2.2,5.4,-0.05,1421,-1.4%,i,-5,3.4%,-1.6,548
CCCCCc1ccc(-c2ccc(C(=O)O)cc2)nc1,-4,671,1.7,-0.26,0.53,0.3,-8,-23,4.0,1.4,6.4,x,x,-3.2%,i,2,-1.8%,-1.2,1145
COC(=O)c1ccc(NC(=O)c2ccccc2N(C)S(=O)(=O)c2ccccc2)cc1,2,792,-0.015,-0.2,0.25,1.2,0,7,0.8,0.9,1.0,-0.13,980,-1.4%,i,-29,-4.5%,-4.4,1156
Cc1cccc(C(=O)NNS(=O)(=O)c2ccccc2[N+](=O)[O-])c1,-3,753,2.1,-0.15,1,-1.5,0,1,3.8,1.8,1.3,x,x,-0.9%,i,5,-5.3%,1.9,404
COc1ccc(C2c3c(oc4ccc(Cl)cc4c3=O)C(=O)N2CCN2CCOCC2)cc1 (stereo not drawn),-5,731,-0.56,-0.2,-0.31,-0.17,x,x,x,x,x,0.37,953,x,x,x,x,-0.2,1315
CCOC(=O)C1=C(C)N(c2ccc(C)cc2)C(=O)/C1=C\c1cccs1,x,x,-0.96,0.38,-0.44,0.64,5,-17,1.3,2.0,3.1,-0.93,1188,-2.7%,i,5,-3.2%,-2.4,1428
O=C(CN1C(=O)c2ccccc2S1(=O)=O)NCc1ccccc1Cl,-19,624,-0.14,-0.26,0.024,0.23,1,-9,3.6,2.2,7.9,1.4,1541,x,x,x,-3.5%,1.3,1036
Cc1ccc(S(=O)(=O)N2CCN(C3CCC(c4ccccc4)CC3)CC2)cc1 (stereo not drawn),0,641,-0.13,-0.43,-0.2,0.087,29,24,3.4,2.8,2.9,-1.5,1460,-2.5%,i,10,-0.8%,1.0,1041
Cc1ccc(NC(=O)N2N=C(c3ccc(F)cc3)CC2c2ccc(F)cc2)cc1 (stereo not drawn),-2,692,-0.63,-0.31,-0.27,0.15,77*,65*,5.0,2.7,2.0,0.13,1078,0.3%,i,2,-7.1%,5.0,433
C/C(CCc1ccccc1)=N/NC(=O)C(=O)NCc1ccccc1,2,619,0.85,-0.24,0.46,-0.57,9,3,2.4,1.5,1.9,1.4,1321,0.3%,i,-20,-6.7%,-0.1,1467
COc1cc(C)c(S(=O)(=O)NCc2ccc3c(c2)OCO3)cc1C,x,x,-0.6,-0.18,-0.073,0.26,6,-7,3.8,3.6,6.8,-0.38,1038,0.0%,i,14,-1.8%,x,x
CNC(=O)CSc1n[nH]c(-c2cc(Cl)ccc2OC)n1,14,669,0.14,-0.31,0.027,-1,8,7,1.2,1.1,4.0,-0.21,1284,0.3%,i,-3,-3.9%,-2.6,1141
Cn1c(CSc2nnc(SCc3ccccc3)s2)nc2ccccc21,x,x,-0.3,-0.049,0.11,0.66,44,32,2.1,5.2,10,-1.1,1308,-1.3%,i,3,-4.9%,-2.5,1384
COc1cc(OC)c2c(=O)cc(-c3ccccc3)oc2c1,-1,723,0.65,-0.24,0.54,0.01,22,17,0.6,0.7,3.9,-0.2,1280,-4.3%,i,-7,-1.1%,3.1,974
CNS(=O)(=O)c1ccc2nc(NC(=O)/C=C/c3ccco3)sc2c1,5,669,-0.033,-0.29,-0.34,-0.14,-18,4,3.7,2.0,7.7,-1.4,1559,-1.5%,i,29,-4.4%,0.7,1166
O=C(CSc1c[nH]c2ccccc12)N1CCOCC1,x,x,0.11,-0.24,0.096,0.2,10,2,4.6,3.3,4.4,0.13,1375,-0.8%,i,18,-1.1%,2.0,1342
CN(Cc1cccc(-n2cccn2)c1)Cc1cn(C)nc1-c1ccccc1F,-10,672,-0.33,-0.17,0.048,0.079,11,7,1.7,1.0,3.7,-0.23,1698,1.2%,i,-14,-3.2%,1.6,905
COc1ccc(NS(=O)(=O)c2ccc(OC)c3ccccc23)cn1,x,x,2.2,0.34,2,-2.3,26,11,4.4,2.6,13,0.08,1259,-1.9%,i,53,-6.2%,-3.0,855
S=c1[nH]nc(-c2ccc3ccccc3n2)o1,22,822,-0.071,-0.098,0.043,0.91,-1,-9,2.5,1.7,4.8,-0.52,970,-0.7%,i,-2,-4.0%,x,x
Cc1ccc(-n2nnnc2CN2CCCCC2)cc1,2,679,-0.39,-0.1,-0.066,0.89,-4,6,5.9,1.6,4.6,0.32,1445,-0.4%,i,-27,-0.4%,1.4,1471
C=CCN1C(=O)N(/C=C/C)c2cccc3cccc1c23,-2,721,1.1,-0.18,0.94,0.32,1,-16,2.4,2.9,16,-0.21,1261,-2.5%,i,-1,-7.0%,x,x
CC1N=C(N)C(c2nc3ccccc3n2C)=C1O (stereo not drawn),20,697,0.28,-0.23,0.35,-0.78,4,-4,1.8,1.0,0.8,0.34,1305,x,i,5,-3.9%,-3.9,1048

# 3 compounds from above, arranged by the value under XIAP displacement, highest first.
smiles,Dynein transport,Dynein transport cytoplasmic EGFP,Dynein transport nuclear GR-EGFP,Dynein transport cell count,WT yeast gro inh mutant strain,MT stabilizer Hoechst-high %,XIAP displacement
COc1cc(C)c(S(=O)(=O)NCc2ccc3c(c2)OCO3)cc1C,-0.6,-0.18,-0.073,0.26,-7,3.6,-1.8%
S=c1[nH]nc(-c2ccc3ccccc3n2)o1,-0.071,-0.098,0.043,0.91,-9,1.7,-4.0%
Cn1c(CSc2nnc(SCc3ccccc3)s2)nc2ccccc21,-0.3,-0.049,0.11,0.66,32,5.2,-4.9%

# Next section.
SMILES,Lipid droplet,Lipid droplet cells 6.5 µM,Dynein transport,Dynein transport cytoplasmic EGFP,Dynein transport nuclear GR-EGFP,Dynein transport cell count,WT yeast gro inh,WT yeast gro inh mutant strain,MT stabilizer,MT stabilizer Hoechst-high %,MT stabilizer cytotoxicity %,Ins promoter up,Ins promoter up cell count,CSM14.1 death rescue,Autophagy HCS,Autophagy HCS cell loss 18 h,XIAP displacement,b-catenin transl,b-catenin transl cell count 5 µM
c1ccc(Cn2nc(-c3ccccc3)nc2-c2ccccc2)cc1,-6,660,-0.49,-0.26,-0.57,0.47,22,0,2.3,3.8,2.8,0.22,1326,-0.5%,i,15,-19%,x,x
O=C(Nc1ncc2c(n1)-c1ccccc1OC2)c1cccc([N+](=O)[O-])c1,4,682,0.2,-0.043,0.094,-0.24,17,-5,5.6,1.6,5.4,1.1,1269,-1.3%,i,10,-5.9%,0.0,1087
O=C(NNC(=O)c1sccc1-n1cccc1)c1cccs1,29,681,0.067,-0.36,-0.13,0.95,5,-18,1.5,1.7,11,0.05,1581,-0.5%,i,-3,-5.0%,-4.8,1120
O=C(NCC(c1cccnc1)N1CCOCC1)c1cccc(Cl)c1 (stereo not drawn),x,x,2.2,-0.25,1.2,-0.45,14,14,4.5,2.9,19,-0.64,1501,0.4%,i,40,-4.4%,-0.4,1362

# Bioassay records from PubChem.
